CHO parental Ca – ATP-evoked calcium signal inhibitors, parental CHO, primary screen, counter-screen for OX1R antagonist project, cell-based, fluorescence, Fluo-8 calcium dye | hit rate 0.63% among 330,000 | parental CHO-K1, ATP-induced calcium, Fluo-8 fluorescence | inhibition, % at 5.6 µM;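 active = inhibition above that plate's mean sample inhibition plus 3 SD, cut at about 26% in these data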;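 note: 0% = ATP-challenged DMSO wells and 100% = DMSO wells without ATP; some compounds past the cut are filed as inactive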
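Material – parental CHO cells · Reagent – ATP stimulus · Compound – single nominal dose of 5.6 µM per compound · Detection – Fluo-8 fluorescence · Read-out basis – percent inhibition of calcium signal · Controls – ATP-challenged DMSO wells low, unchallenged DMSO wells high · Repeats – no replicates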
TAAR1 antag – human TAAR1 antagonists, primary screen, Fluo-8 calcium fluorescence, CHO RD-HGA16 cells. Trace amine-associated receptor 1 (Homo sapiens), Q96RJ0. antagonist. inhibition, % at 3 µM. hit rate 1.5% among 360,000;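 active = inhibition above a per-plate cutoff, the mean inhibition of test compounds on that plate plus 3 SD, cut at about 49% in these data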;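 note: 0% = DMSO plus EC80 beta-PEA response and 100% = DMSO alone without agonist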
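Test system – hTAAR1-expressing CHO RD-HGA16 cells, Gα16-coupled · Reagent – β-PEA at EC80 concentration, post-compound challenge · Compound dosing – 3 µM, single point · Timing – 140 s kinetic read after compound, 140 s after agonist · Detection – Fluo-8 intracellular calcium dye fluorescence, real-time kinetic reads · Control set – DMSO and EC80 PEA controls · Repeats – n of 1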
CHO-K1 Ca antag – nonselective inhibitor or artifact in parental CHO-K1 cells. ATP-induced calcium, Fluo-8 fluorescence. inhibition, % at 3 µM. hit rate 0.6% among 360,000. AID 602250;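 active = inhibition above a per-plate cutoff, the plate's mean sample inhibition plus 3 SD, cut at about 24% in these data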;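 note: 0% = DMSO plus EC80 ATP and 100% = DMSO alone without ATP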
TAAR1 agonist – human TAAR1 agonists, primary screen, Fluo-8 calcium fluorescence, CHO RD-HGA16 cells. Trace amine-associated receptor 1 (Homo sapiens), Q96RJ0. vehicle wells 0%, saturating PEA agonist 100%. activation, % at 3 µM. hit rate 0.99% among 360,000;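 active = activation above the mean activation of all test compounds in the run plus 3 SD, cut at about 38% in these data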
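test system = CHO RD-HGA16 cells carrying human TAAR1 plus Gα16 | schedule = 17-24 h seeding, 75 min 37 °C dye, 30 min RT | compound dosing = 3 µM single concentration | control set = DMSO and PEA EC100 | replicates = n 1 | signal = Fluo-8 fluorescence, 5 s baseline then 140 s kinetic read | measure = percent activation vs PEA EC100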
CHRM1 antagonist – human M1 muscarinic receptor antagonists, primary screen, CHO-K1 cells, Fluo-8 calcium fluorescence, 1536-well. Muscarinic acetylcholine receptor M1 (Homo sapiens), P11229. CHO-K1 hM1, ACh EC80 antagonist. inhibition, % at 3 µM. hit rate 1.3% among 360,000. AID 588852, 2011;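 active = percent inhibition above its own plate's cutoff, namely the mean of that plate's compound wells plus 3 SD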;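 note: peak over basal fluorescence ratio during 140 s after agonist addition; 0% = ACh EC80 plus DMSO and 100% = DMSO alone without agonist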
Target sequence (P11229 whole entry, looked up): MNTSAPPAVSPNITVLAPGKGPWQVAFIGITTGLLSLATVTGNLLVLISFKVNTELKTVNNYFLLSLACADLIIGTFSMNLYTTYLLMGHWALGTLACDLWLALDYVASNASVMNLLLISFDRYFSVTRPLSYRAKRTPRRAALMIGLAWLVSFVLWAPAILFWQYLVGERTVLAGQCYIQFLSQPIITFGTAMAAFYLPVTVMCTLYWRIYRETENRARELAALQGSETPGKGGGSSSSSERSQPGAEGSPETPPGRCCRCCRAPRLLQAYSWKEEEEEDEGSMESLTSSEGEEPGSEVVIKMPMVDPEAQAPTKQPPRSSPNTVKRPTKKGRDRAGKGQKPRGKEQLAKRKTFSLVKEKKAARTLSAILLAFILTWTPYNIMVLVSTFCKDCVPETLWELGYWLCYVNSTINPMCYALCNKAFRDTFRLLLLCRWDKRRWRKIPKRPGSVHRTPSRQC
M1 PAM parental – nonselective calcium activators in parental CHO-K1 cells, primary screen, counter-screen for M1 PAM project, cell-based, Fluo-8 calcium fluorescence, full deck, 1536-well; ATP EC20; 0% at ATP EC20, 100% at ATP max; activation, % at 3 µM; hit rate 0.02% among 360,000;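 active = activation above the run cutoff, the mean activation of all test compounds plus 3 SD, cut at about 40% in these data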;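 note: peak over basal fluorescence ratio in a 140 s read after ATP addition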
OXTR potentiator – human OXTR potentiators, primary screen, fluorescence, CHO-OTR cells, Fluo-8 calcium; Oxytocin receptor (Homo sapiens), P30559; Fluo-8 calcium fluorescence, potentiator mode; 0% = oxytocin EC15, 100% = EC100; activation, % at 3 µM; hit rate 0.061% among 320,000;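 active = activation above that plate's cutoff, the mean activation of tested compounds plus 3 SD, cut at about 6.6% in these data, passing the limit was not always enough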;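 note: 100% uses oxytocin at 75 nM as the full agonist control; some results filed as inactive read as strong as hits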
Target sequence (P30559 whole entry, looked up): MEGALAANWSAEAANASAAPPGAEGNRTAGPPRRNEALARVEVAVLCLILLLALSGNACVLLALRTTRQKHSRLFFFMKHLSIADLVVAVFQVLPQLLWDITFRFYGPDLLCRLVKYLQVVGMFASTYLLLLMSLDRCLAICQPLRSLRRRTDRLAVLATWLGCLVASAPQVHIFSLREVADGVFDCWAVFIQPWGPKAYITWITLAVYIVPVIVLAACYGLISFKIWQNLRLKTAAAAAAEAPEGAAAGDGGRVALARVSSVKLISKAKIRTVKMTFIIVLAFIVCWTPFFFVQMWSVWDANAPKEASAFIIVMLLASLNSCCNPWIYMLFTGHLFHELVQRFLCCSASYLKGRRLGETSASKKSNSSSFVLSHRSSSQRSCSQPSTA
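System: human OTR in CHO cells / Also added: sub-maximal oxytocin, roughly EC15 / Control set: EC15 oxytocin low, 75 nM oxytocin high / Schedule: 6 min compound pre-incubation at room temperature, 100 s kinetic read / Compound: single-point 3.0 µM / Replication: singlicate / Technique: Fluo-8 calcium dye fluorescence / Read-out basis: % activation of max/min ratio relative to oxytocin controls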
M1 ag – human M1 muscarinic receptor agonists, primary screen, Fluo-8 calcium fluorescence, CHO-K1 cells, HTS; CHO-K1 hM1, agonist mode; 0% DMSO, 100% acetylcholine EC100; activation, % at 3 µM; hit rate 0.33% among 360,000;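 active = activation above the run's mean compound activation plus 3 SD, cut at about 16% in these data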;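 note: peak over basal fluorescence ratio within a 140 s kinetic read after compound addition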
CHO-K1 Ca ag – counter-screen for M1 agonists: effect in parental CHO-K1 cells | activation, % at 3 µM | Fluo-8 calcium fluorescence; scaled to maximal ATP response, vehicle zero | hit rate 0.48% among 360,000; in the data active = activation above about 15%;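 note: untransfected CHO-K1 host cells lacking M1 receptor as counterscreen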
* = called active by the depositor.

How did CCOC(=O)C1C(=O)NC(SC)=C(C#N)C1c1ccccc1F (stereo not given) do in these assays?
CHO parental Ca: 0; TAAR1 antag: 13; CHO-K1 Ca antag: -9; TAAR1 agonist: 1; CHRM1 antagonist: -10; M1 PAM parental: 21; OXTR potentiator: 2; M1 ag: -7; CHO-K1 Ca ag: 0.7

Results for Cc1ccc(Cn2nc(C)c(C(=O)NCC(c3cccs3)N3CCOCC3)c2Cl)cc1 (stereo not given) ?
CHO parental Ca: -24; TAAR1 antag: 45; CHO-K1 Ca antag: -8; TAAR1 agonist: 10; CHRM1 antagonist: 11; M1 PAM parental: 1; OXTR potentiator: -7; M1 ag: -3; CHO-K1 Ca ag: 5.9

Results for O=C(CSc1ncn[nH]1)Nc1nsc(-c2ccccc2)n1 ?
CHO parental Ca: 0; TAAR1 antag: -1; CHO-K1 Ca antag: 4; TAAR1 agonist: 2; CHRM1 antagonist: 0; M1 PAM parental: 3; OXTR potentiator: -4; M1 ag: 3; CHO-K1 Ca ag: 2.4

Results for Cc1nn(C)c2ncc(C(N)=O)c(Oc3ccc(Cl)cc3)c12 ?
CHO parental Ca: -11; TAAR1 antag: 1; CHO-K1 Ca antag: 0; TAAR1 agonist: -1; CHRM1 antagonist: 6; M1 PAM parental: 4; OXTR potentiator: 1; M1 ag: -3; CHO-K1 Ca ag: 0.9

What do the screens show for `COc1ccc(N(C)C(=O)C2CCN(S(=O)(=O)c3cccc4nsnc34)CC2)cc1`?
CHO parental Ca: -20; TAAR1 antag: -11; CHO-K1 Ca antag: 14; TAAR1 agonist: 3; CHRM1 antagonist: 21; M1 PAM parental: 7; OXTR potentiator: -14; M1 ag: -1; CHO-K1 Ca ag: 0.8

How did Cc1nn(Cc2nnc(SCC(=O)Nc3cccc(C(F)(F)F)c3)n2C)c(C)c1[N+](=O)[O-] do in these assays?
CHO parental Ca: -17; TAAR1 antag: -24; CHO-K1 Ca antag: -4; TAAR1 agonist: 3; CHRM1 antagonist: 12; M1 PAM parental: 7; OXTR potentiator: -8; M1 ag: -9; CHO-K1 Ca ag: 1.3

Results for Cc1ccc(CNC(=O)COC(=O)c2ccc(Br)o2)cc1 ?
CHO parental Ca: -7; TAAR1 antag: 12; CHO-K1 Ca antag: -12; TAAR1 agonist: -2; CHRM1 antagonist: 9; M1 PAM parental: -7; OXTR potentiator: 8; M1 ag: -3; CHO-K1 Ca ag: -0.5

Results for OCCN(CCO)CC(O)COc1ccc(C23CC4CC(CC(C4)C2)C3)cc1 (stereo not given) ?
CHO parental Ca: 9; TAAR1 antag: 0; CHO-K1 Ca antag: -1; TAAR1 agonist: 29; CHRM1 antagonist: -1; M1 PAM parental: 17; OXTR potentiator: -1; M1 ag: -2; CHO-K1 Ca ag: 2.4

How did Cc1ccccc1OCC(=O)NC(=S)Nc1ccc(Br)c(C)n1 do in these assays?
CHO parental Ca: 0; TAAR1 antag: -13; CHO-K1 Ca antag: -17; TAAR1 agonist: 6; CHRM1 antagonist: 0; M1 PAM parental: 5; OXTR potentiator: 7; M1 ag: -3; CHO-K1 Ca ag: -0.6

Results for CCOc1ncccc1C(=O)Nc1c(C)n(C)n(-c2ccccc2)c1=O ?
CHO parental Ca: -3; TAAR1 antag: -13; CHO-K1 Ca antag: -2; TAAR1 agonist: 0; CHRM1 antagonist: -2; M1 PAM parental: 18; OXTR potentiator: -1; M1 ag: -1; CHO-K1 Ca ag: 0.2

What do the screens show for `N#CCCn1c2ccccc2c2nc3ccccc3nc21`?
CHO parental Ca: -15; TAAR1 antag: -10; CHO-K1 Ca antag: 4; TAAR1 agonist: 14; CHRM1 antagonist: -10; M1 PAM parental: -2; OXTR potentiator: -1; M1 ag: -3; CHO-K1 Ca ag: 0.4

What do the screens show for `O=C(CSc1nncn1-c1ccccc1)c1c[nH]c2ccccc12`?
CHO parental Ca: 10; TAAR1 antag: -1; CHO-K1 Ca antag: 3; TAAR1 agonist: 10; CHRM1 antagonist: -1; M1 PAM parental: 14; OXTR potentiator: -20; M1 ag: -1; CHO-K1 Ca ag: 0.9

In the list so far, 2 have a cyano group:
How did CCOC(=O)C1C(=O)NC(SC)=C(C#N)C1c1ccccc1F (stereo not given) do in these assays?
CHO parental Ca: 0; TAAR1 antag: 13; CHO-K1 Ca antag: -9; TAAR1 agonist: 1; CHRM1 antagonist: -10; M1 PAM parental: 21; OXTR potentiator: 2; M1 ag: -7; CHO-K1 Ca ag: 0.7

What do the screens show for `N#CCCn1c2ccccc2c2nc3ccccc3nc21`?
CHO parental Ca: -15; TAAR1 antag: -10; CHO-K1 Ca antag: 4; TAAR1 agonist: 14; CHRM1 antagonist: -10; M1 PAM parental: -2; OXTR potentiator: -1; M1 ag: -3; CHO-K1 Ca ag: 0.4

Reprinted at random: two records from the list, in no set order.
Results for Cc1nn(C)c2ncc(C(N)=O)c(Oc3ccc(Cl)cc3)c12 ?
CHO parental Ca: -11; TAAR1 antag: 1; CHO-K1 Ca antag: 0; TAAR1 agonist: -1; CHRM1 antagonist: 6; M1 PAM parental: 4; OXTR potentiator: 1; M1 ag: -3; CHO-K1 Ca ag: 0.9

Results for O=C(CSc1ncn[nH]1)Nc1nsc(-c2ccccc2)n1 ?
CHO parental Ca: 0; TAAR1 antag: -1; CHO-K1 Ca antag: 4; TAAR1 agonist: 2; CHRM1 antagonist: 0; M1 PAM parental: 3; OXTR potentiator: -4; M1 ag: 3; CHO-K1 Ca ag: 2.4

Additional results.
What do the screens show for `Cc1c(N(C(=O)CNC(=O)c2ccccc2)C2(C(=O)NC3CCCC3)CCCCC2)c(=O)n(-c2ccccc2)n1C`?
CHO parental Ca: -14; TAAR1 antag: -24; CHO-K1 Ca antag: -17; TAAR1 agonist: 3; CHRM1 antagonist: -13; M1 PAM parental: 9; OXTR potentiator: -8; M1 ag: -4; CHO-K1 Ca ag: 0.6

Results for O=C(NC1CCCC1)C1CCCN(C(=O)Nc2ccccc2)C1 (stereo not given) ?
CHO parental Ca: -2; TAAR1 antag: 12; CHO-K1 Ca antag: -8; TAAR1 agonist: 0; CHRM1 antagonist: -12; M1 PAM parental: -26; OXTR potentiator: 7; M1 ag: 0; CHO-K1 Ca ag: -0.1

How did Cc1cc(NC(=O)CSc2nc3c(c(=O)n2Cc2ccccc2)SC(C)C3)no1 (stereo not given) do in these assays?
CHO parental Ca: -2; TAAR1 antag: -2; CHO-K1 Ca antag: -1; TAAR1 agonist: -2; CHRM1 antagonist: -2; M1 PAM parental: 17; OXTR potentiator: -4; M1 ag: -4; CHO-K1 Ca ag: 0.2

What do the screens show for `CCSc1cc(N2CC(C)OC(C)C2)nc(-c2ccccc2Cl)n1` (stereo not given)?
CHO parental Ca: -32; TAAR1 antag: -21; CHO-K1 Ca antag: -7; TAAR1 agonist: 2; CHRM1 antagonist: 15; M1 PAM parental: 16; OXTR potentiator: -4; M1 ag: -4; CHO-K1 Ca ag: 0.2

Results for Cc1cc(Cl)nc(-c2ccccc2)n1 ?
CHO parental Ca: 5; TAAR1 antag: -6; CHO-K1 Ca antag: 10; TAAR1 agonist: 2; CHRM1 antagonist: -1; M1 PAM parental: -4; OXTR potentiator: 0; M1 ag: -2; CHO-K1 Ca ag: 0.1

What do the screens show for `COCCN(C(=O)c1csnn1)C(C(=O)NC1CCCCC1)c1ccc(C)cc1` (stereo not given)?
CHO parental Ca: -15; TAAR1 antag: -1; CHO-K1 Ca antag: -14; TAAR1 agonist: -3; CHRM1 antagonist: -9; M1 PAM parental: 4; OXTR potentiator: 1; M1 ag: -2; CHO-K1 Ca ag: 0.6

Results for Cc1onc(-c2ccccc2)c1C(=O)NCCc1c[nH]c2ccccc12 ?
CHO parental Ca: -11; TAAR1 antag: 11; CHO-K1 Ca antag: 4; TAAR1 agonist: 1; CHRM1 antagonist: 11; M1 PAM parental: -5; OXTR potentiator: -5; M1 ag: -5; CHO-K1 Ca ag: 1.2

How did COc1ccccc1C(=O)Nc1ccnn1C1CCN(C(=O)c2cnsn2)CC1 do in these assays?
CHO parental Ca: -2; TAAR1 antag: -23; CHO-K1 Ca antag: 2; TAAR1 agonist: 13; CHRM1 antagonist: -9; M1 PAM parental: -1; OXTR potentiator: -9; M1 ag: -3; CHO-K1 Ca ag: 1.6

Results for COC(=O)C(C)Oc1ccc2cc(-c3ccccc3)c(=O)oc2c1 (stereo not given) ?
CHO parental Ca: 3; TAAR1 antag: 12; CHO-K1 Ca antag: -9; TAAR1 agonist: 6; CHRM1 antagonist: -4; M1 PAM parental: 12; OXTR potentiator: -11; M1 ag: -3; CHO-K1 Ca ag: 5.2

Results for COc1cc(CN2CCN(S(=O)(=O)c3ccc(F)cc3)CC2)cc(OC)c1OC ?
CHO parental Ca: -9; TAAR1 antag: -22; CHO-K1 Ca antag: -10; TAAR1 agonist: -2; CHRM1 antagonist: -9; M1 PAM parental: 3; OXTR potentiator: 4; M1 ag: -4; CHO-K1 Ca ag: 0.7

What do the screens show for `CN(C)CCCN(C(=O)C1COc2ccccc2O1)c1nc2ccc(F)cc2s1` (stereo not given)?
CHO parental Ca: -4; TAAR1 antag: -6; CHO-K1 Ca antag: -19; TAAR1 agonist: 5; CHRM1 antagonist: -14; M1 PAM parental: 9; OXTR potentiator: 1; M1 ag: -2; CHO-K1 Ca ag: 0.7

Results for C=CCNC1=C(Cl)C(=O)c2ccccc2C1=O ?
CHO parental Ca: -11; TAAR1 antag: 6; CHO-K1 Ca antag: -1; TAAR1 agonist: -1; CHRM1 antagonist: -2; M1 PAM parental: 7; OXTR potentiator: 9; M1 ag: -8; CHO-K1 Ca ag: -0.9

Results for CCOc1ccc(NC(=O)CN2CCN(S(=O)(=O)c3ccc(Cl)cc3)CC2)cc1 ?
CHO parental Ca: 6; TAAR1 antag: 3; CHO-K1 Ca antag: 3; TAAR1 agonist: 1; CHRM1 antagonist: -8; M1 PAM parental: 11; OXTR potentiator: -18; M1 ag: 2; CHO-K1 Ca ag: 1.5

Screening results: PubChem, The Scripps Research Institute Molecular Screening Center
